ST2 IL33 inh: inhibitors of human ST2 (IL1RL1) binding to IL-33, primary screen, biochemical, AlphaLISA; inhibition, % for hits at 17 µM; 78,000 compounds, 2.3% hits; AlphaLISA ST2-Fc/biotin-IL-33 interaction, 1 h; Interleukin-1 receptor-like 1 (Homo sapiens), Q01638; AID 1259354, 2018; in the data active = inhibition above about 30%; inconclusive = mostly about 10% to 28%
Target sequence (Q01638 whole entry, looked up): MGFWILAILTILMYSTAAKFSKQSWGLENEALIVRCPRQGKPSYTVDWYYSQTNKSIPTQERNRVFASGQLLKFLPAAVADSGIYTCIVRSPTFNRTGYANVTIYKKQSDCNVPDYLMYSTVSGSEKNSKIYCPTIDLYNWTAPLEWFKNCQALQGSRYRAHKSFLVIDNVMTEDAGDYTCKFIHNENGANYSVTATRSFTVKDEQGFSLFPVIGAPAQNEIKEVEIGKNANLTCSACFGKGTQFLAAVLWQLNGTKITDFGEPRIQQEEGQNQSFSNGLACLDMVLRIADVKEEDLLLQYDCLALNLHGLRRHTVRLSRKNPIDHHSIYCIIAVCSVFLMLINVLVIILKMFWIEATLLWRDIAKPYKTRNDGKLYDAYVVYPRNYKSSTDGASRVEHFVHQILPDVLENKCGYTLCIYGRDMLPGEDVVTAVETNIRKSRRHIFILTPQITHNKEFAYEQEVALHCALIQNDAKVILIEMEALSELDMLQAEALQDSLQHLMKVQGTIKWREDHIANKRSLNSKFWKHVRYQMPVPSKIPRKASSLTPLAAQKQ
Active calls of the source: *; i = inactive; ? = inconclusive; ! = a repeat was not active. Some of the compounds tested. The share of hits here may be higher or lower than overall.

SMILES	ST2 IL33 inh
CCc1nccc(CN2CCC(c3n[nH]c(=O)n3-c3ccccc3)CC2)n1	i
CC1=CC(C)C(CNCCN2CCNCC2)C(C)C1 (centres undefined)	i
CN(C)S(=O)(=O)c1ccc(C(=O)Nc2c3c(nn2-c2cccc(Cl)c2)CS(=O)C3)cc1 (centres undefined)	i
CC1=C[C@@H](CN2CCC[C@H]2CO)[C@H](C(C)C)C[C@H]1Cc1nnc(-c2ccncc2)o1	i
O=C(Nc1ccccc1)Nc1ccc(F)cc1	i
CC1CCc2cc(F)ccc2N1C(=O)c1cnc2sccn2c1=O (centres undefined)	?
Cc1ccc(O)c(C(=O)NC2CC(=O)N(Cc3ccccc3C(F)(F)F)C2)c1 (centres undefined)	?
Cc1cc(Cc2ccc(NC(=O)c3cccs3)c(C)c2)ccc1NC(=O)c1cccs1	i
CC(=O)Nc1ccc(S(=O)(=O)NCCSCc2ccc(Cl)c(Cl)c2)cc1	i
Cc1ccc(-n2nc(C)c3cc(C(=O)O)sc32)cc1	i
CCCC(=O)Nc1ccccc1NC(=O)COc1ccc(C)cc1Br	i
C/C(=C\CC/C(C)=C/COC1OC(CO)C(O)C(OC2OC(C)C(OC3OC(C)C(O)C(O)C3O)C(O)C2O)C1O)CC/C=C(\C)COC1OC(CO)C(O)C(OC2OC(C)C(OC3OC(C)C(O)C(O)C3O)C(O)C2O)C1O (centres undefined)	i
COc1ccc2nc(Nc3ccccc3OC)sc2c1	?
O=C(c1cc(-c2cccc(Cl)c2)on1)N1CCOCC1	i
Cc1ccc(NC(=O)c2cc3cc(Br)ccc3oc2=N)cc1	i
O=C1CC(c2ccc(Cl)cc2)CC2=C1C(c1ccc(F)cc1)Nc1ccccc1N2 (centres undefined)	i
O=C(c1ccccc1)c1ccc(OCCCN2CCCC2)cc1	i
COc1ccc(S(=O)(=O)NCCSCc2cccs2)cc1	i
Cc1ccc(C2CC(=O)C3=C(C2)Nc2ccccc2NC3c2ccccc2C)cc1 (centres undefined)	?
CCCCC(CC)CNC(=O)CCCCCN1C(=O)c2ccccc2C1=O (centres undefined)	?
Cc1ccc(-n2c(SCC(=O)NC3CCCCC3)nc3c(c2=O)SCC3)cc1	i
Cc1nc(NCC2CCCO2)c2sc3nc4c(cc3c2n1)COC(C)(C)C4 (centres undefined)	i
Fc1cccc(F)c1CN1CCN(C/C=C/c2ccccc2)CC1	i
CC(C)(O)C#Cc1ccc(C2CC(=O)Nc3cc4[nH]ncc4cc32)s1 (centres undefined)	i
COc1ccc(C2(C(=O)N3CCC4(CC3)CN(C)CCN4C)CCCC2)cc1	i

Some of these compounds in order of count of non-hydrogen atoms, smallest number first:
SMILES	ST2 IL33 inh
O=C(c1cc(-c2cccc(Cl)c2)on1)N1CCOCC1	i
Cc1ccc(NC(=O)c2cc3cc(Br)ccc3oc2=N)cc1	i
CC(C)(O)C#Cc1ccc(C2CC(=O)Nc3cc4[nH]ncc4cc32)s1 (centres undefined)	i
Cc1nc(NCC2CCCO2)c2sc3nc4c(cc3c2n1)COC(C)(C)C4 (centres undefined)	i
Cc1ccc(-n2c(SCC(=O)NC3CCCCC3)nc3c(c2=O)SCC3)cc1	i
CN(C)S(=O)(=O)c1ccc(C(=O)Nc2c3c(nn2-c2cccc(Cl)c2)CS(=O)C3)cc1 (centres undefined)	i

In another format: 2 of the compounds above.
| Structure | ST2 IL33 inh |
| --- | --- |
| C/C(=C\CC/C(C)=C/COC1OC(CO)C(O)C(OC2OC(C)C(OC3OC(C)C(O)C(O)C3O)C(O)C2O)C1O)CC/C=C(\C)COC1OC(CO)C(O)C(OC2OC(C)C(OC3OC(C)C(O)C(O)C3O)C(O)C2O)C1O (centres undefined) | i |
| CCCC(=O)Nc1ccccc1NC(=O)COc1ccc(C)cc1Br | i |

The main list resumes with the six entries that preceded the break.
SMILES	ST2 IL33 inh
CCCCC(CC)CNC(=O)CCCCCN1C(=O)c2ccccc2C1=O (centres undefined)	?
Cc1ccc(-n2c(SCC(=O)NC3CCCCC3)nc3c(c2=O)SCC3)cc1	i
Cc1nc(NCC2CCCO2)c2sc3nc4c(cc3c2n1)COC(C)(C)C4 (centres undefined)	i
Fc1cccc(F)c1CN1CCN(C/C=C/c2ccccc2)CC1	i
CC(C)(O)C#Cc1ccc(C2CC(=O)Nc3cc4[nH]ncc4cc32)s1 (centres undefined)	i
COc1ccc(C2(C(=O)N3CCC4(CC3)CN(C)CCN4C)CCCC2)cc1	i
O=C(c1ccccc1)c1ccc(N2CCN(C(=O)c3cccc(F)c3)CC2)c(F)c1	i
COC(=O)[C@@H]1C[C@@H](NC(=O)CSC(C)C)CN1C	i
Cc1cc(C(=O)O)ccc1-c1ccc(C(C)N2CCOCC2)cc1 (centres undefined)	i
Clc1ccc(-n2cnnc2C2CCOCC2)cc1	i
O=C1N=C(N2CCOCC2)S/C1=C/c1ccc(-c2ccccc2)o1	34%*
CCOc1ccccc1N1CCN(Cc2ccoc2)CC1	?
CCc1cccc(NC(=O)CN2C(=O)CC(c3ccccc3)=Nc3ccccc32)c1	i
CCc1c(C)sc(NC(=O)c2cc(C)on2)c1C#N	i
C=CCNC(=O)c1ccc(Cl)c(Cl)c1	i
CCCN1CC=C2C(C#N)=C(N)C(C#N)(C#N)C(c3ccccc3Cl)C2C1 (centres undefined)	?
CC12CN3CC(C)(CN(C1)C3c1cc(Br)ccc1O)C2O (centres undefined)	i
Cc1nc2sc(C(c3ccccc3)N3CCC(C(N)=O)CC3)c(O)n2n1 (centres undefined)	i
O=C(CN1CCN(Cc2ccc(Cl)cc2)C1=O)NCCc1ccc(Cl)cc1	i
CCCNC(=O)[C@@H]1CCCC[C@@H]1C(=O)NCc1cc(C)oc1C(F)(F)F	?
O=C(CSc1nc2c(c(=O)n1-c1ccccc1)SCC2)Nc1nccs1	?
CCOc1ccc(S(=O)(=O)N2CCN(c3nc(C)cc(N4CCCCC4)n3)CC2)cc1	?
CCOC(=O)c1cnc2c(C)c(Cl)ccc2c1NCc1ccco1	i
CC1CN(C(=O)c2ccco2)CCN1C(=O)c1ccco1 (centres undefined)	i
Cc1ccccc1-n1ncc(C(C)NC(=O)c2cc(F)ccc2F)c1C (centres undefined)	i
Cc1ccc(CN2CC[C@H](c3nnc(-c4ccccc4)o3)C2)cc1	i
O=C(c1ccccc1)c1coc2ccc(O)cc12	?
Cc1ccsc1CCNC(=O)c1cc2ccccn2n1	i
COc1cc(SC)ccc1C(=O)Nc1cc(C(C)C)c(O)cc1C	i
O=C(N=C1SCC(=O)N1c1ccccc1Cl)c1ccccc1	i
OC(C#CC(O)(c1ccccc1)c1ccccc1)c1cccnc1 (centres undefined)	i
Further entries.
SMILES	ST2 IL33 inh
Cc1nn(Cc2ccc(Cl)cc2)c(C)c1NC(=O)c1cc(-c2cccs2)on1	?
CC(C)CCNC(=O)Cn1c(=O)n(CC2CCC(C(=O)N3CCCC3)CC2)c(=O)c2sccc21 (centres undefined)	i
CCOc1ccc(CN2CCC3(CC2)CNC(=O)C3)cn1	i
O=C1CCCN1CCCn1ccnc1-c1cccc(-n2cccn2)c1	i
CCOc1ccc(NC2=NC3CS(=O)(=O)CC3S2)cc1 (centres undefined)	i
CSc1ccc(-c2nc3nc[nH]n3c2Nc2ccc(C)cc2)cc1	?
Cc1cc(N(C)C)nc(Nc2ccc(NC(=O)c3ccc(F)cc3)cc2)n1	i
O=C(CN1CCCN(Cc2cccc(F)c2)S1(=O)=O)Nc1ccccc1F	i
O=C(O)CCc1nn2c3ccccc3n(Cc3ccccc3)c2nc1=O	?
Fc1ccc(C2CC(c3ccccc3Cl)n3ncnc3N2)cc1 (centres undefined)	i
Cc1ccc(CNC(=O)CCCn2c(=O)c3sccc3n(Cc3ccc(F)cc3)c2=O)cc1	?
Cc1ccc(-n2c(SCC(=O)Nc3ccccc3C(F)(F)F)nc3c(c2=O)SCC3)cc1	i
N#Cc1c(NC(=O)c2cc(-c3cccc(Cl)c3)on2)sc2c1CCC2	i
CCOc1ccc(NC(=O)C(=O)NCC2CCNCC2)cc1	i
CCCCNC(=O)CSC1=Nc2ccccc2C2=NC(C(C)C)C(=O)N12 (centres undefined)	?
CCn1ncnc1-c1c(-c2ccccc2)ncn1CCNc1cccnc1	?
CC(=O)Nc1ccc(S(=O)(=O)N2CCN(C3CCN(Cc4ccccc4)CC3)CC2)cc1	i
COc1cc(CN2CCC(Cc3ccccc3)CC2)c([N+](=O)[O-])cc1OC	i
Cc1ccc(F)c(-c2cc(C)nc(N)n2)c1	i
Cn1nc(-c2ccc(Cl)cc2)c2cc(C(=O)NCCCN3CCOCC3)sc21	i
COc1ccc(Nc2cc(C)nc(Nc3ccc(NC(=O)c4cccs4)cc3)n2)cc1	?
CCOCCCNC(=O)C(C)Sc1nc2nc(C)cc(C)n2n1 (centres undefined)	i
C=C(C)COc1cccc(C(=O)N2CC(N3CCCCC3C)C2)c1 (centres undefined)	?
Cc1ccc(S(=O)(=O)N=C2C=CC(=O)C(Br)=C2)cc1	?
Nc1cc2c3c(cccc3n1)C(=O)c1ccccc1-2	34%*
Other structures:
SMILES	ST2 IL33 inh
CC(=O)Nc1ccc2nc(C)ccc2c1	i
COc1cc2c(cc1OC)C(C(=O)Nc1cccc(Cl)c1)C(c1cccs1)N(C)C2=O (centres undefined)	i
O=C(c1cc2ccccn2n1)N1CCc2ccccc21	i
COc1cccc(-c2nnc3n2N=C(c2ccc(Br)s2)CS3)c1	i
COc1cc(-c2cccc(C(=O)O)c2)ccc1NC(C)=O	?
O=C(NCCCN1CCN(c2ccccc2F)CC1)c1ccc2nc3ccsc3c(=O)n2c1	i
O=C(c1csc(S(=O)(=O)Nc2ccc3c(c2)OCO3)c1)N1CCCC1	?
CC1=C(C(=O)OC2CCCCC2)C(c2cccnc2)n2c(nc3ccccc32)N1 (centres undefined)	i
COc1cccc(NC(=O)CCC2CCN(Cc3ccon3)CC2)c1	?
Cc1ccc(S(=O)(=O)Cc2noc([C@@H]3C[C@@H](O)CN3Cc3cccs3)n2)cc1	?
COc1ccc(N2C(=O)C3CCCN3C2c2ccc(Br)cc2)cc1Cl (centres undefined)	i
O=C1Nc2ccccc2C(O)(C(=O)NC2CCCCC2)N1c1ccccc1 (centres undefined)	?
Cc1ccc(-n2c(C)ccc2C)c([N+](=O)[O-])c1	?
O=c1[nH]c(-c2ccc(Cl)cc2)cn1-c1ccc(F)cc1F	i
CC(=O)N1CC2(NC(=O)c3ccccc3N2)c2ccccc21 (centres undefined)	i
Cc1cc(C)nc(NS(=O)(=O)c2ccc(NC(=O)CN3C(=O)c4ccccc4C3=O)cc2)n1	i
CC1CCCCN1CCNC(=O)COc1ccc2c(c1)C(=O)CC(C)(C)O2 (centres undefined)	i
Cc1ccc(C(=O)CN2C3=NCCCN3c3ccccc32)cc1	i
COc1ccc(C(=O)N(c2ccc(C(C)C)cc2)C2C=CS(=O)(=O)C2)cc1OC (centres undefined)	i
CC(=O)Nc1ccccc1-c1nnc(SCc2ccccc2)[nH]c1=O	i
CCC(=O)Nc1cc2c(C)cc(=O)oc2cc1C	i
COCCNC(=O)NCCc1nc2cccnc2n1Cc1ccccc1	i
COCc1ccc(C(=O)NC2CCCc3c2cnn3-c2cc(C)cc(C)c2)s1 (centres undefined)	i
O=C(Nc1ccccc1F)c1cnc2n(c1=O)CCS2	i
CCOc1ccc(N2CN=c3s/c(=C\c4cccc([N+](=O)[O-])c4)c(=O)n3C2)cc1	?
(listing goes on)
SMILES	ST2 IL33 inh
O=C(NCCc1nc2cccnc2n1-c1ccccc1)Nc1cccc(Cl)c1	i
Cc1[nH][nH]c(=O)c1CC(=O)N(C)Cc1ccc2nsnc2c1	i
COc1cc(C2CC(=O)C3=C(C2)Nc2ccccc2NC3c2ccc(C)s2)cc(OC)c1OC (centres undefined)	?
O=C(Nc1c(-c2ccc(F)cc2)nc2ccccn12)c1ccc(F)cc1	i
COc1cccc(C2C3=C(CC(C)(C)CC3=O)Nc3ccccc3N2C(=O)C(F)(F)F)c1 (centres undefined)	i
O=C(NC1CCCCC1)c1cc2cc3ccc(Cl)cc3nc2o1	43%*!
O=C(O)[C@H]1C[C@H](C(=O)NCc2ccccn2)CN(C2Cc3ccccc3C2)C1	i
N#Cc1c(NC(=O)c2cccc(Cl)c2)sc2c1CCCC2	?
COC(=O)Nc1ccc(NC(C)=O)cc1	i
CCS(=O)(=O)Nc1cccc(C(=O)CC2(O)C(=O)Nc3ccc(Br)cc32)c1 (centres undefined)	i
Cc1ccc2[nH]cc(-c3nc(C)cnc3C)c2c1	?
CC1=C[C@@H](CO)[C@H](C(C)C)C[C@H]1Cc1nnc(C(C)(C)C)o1	i
Cc1nc2ncccn2c1C(=O)N1CCC(c2cc(C(C)C)n[nH]2)CC1	?
O=c1cc(-c2ccc(O)cc2)oc2cc(O)c(C3OC(CO)C(O)C(O)C3O)c(O)c12 (centres undefined)	i
Cc1ccccc1OCc1nc(C#N)c(N2CCCC2)o1	71%*
O=C(Nc1ccccc1)c1cc([N+](=O)[O-])cc2c1-c1ccc([N+](=O)[O-])cc1C2=O	?
O=C(NC(Nc1ccc(C(F)(F)F)cc1Cl)C(Cl)(Cl)Cl)c1cccnc1 (centres undefined)	63%*
COc1ccc(Br)cc1/C=C1/SC(N2CCOCC2)=NC1=O	i
CNS(=O)(=O)c1cccc2nsnc12	i
CCCc1nnc2sc(C3CCCN(c4ccccn4)C3)nn12 (centres undefined)	?
O=C(NCc1nnnn1-c1ccccc1)C1CC2(CCNCC2)CN1 (centres undefined)	?
CCC(C)NC(=O)Cn1c(=O)n(CC2CCC(C(=O)N3CCCCC3)CC2)c(=O)c2sccc21 (centres undefined)	i
CC(C)C1CC(C)(c2csc(N)n2)OC1=O (centres undefined)	i
O=C(NCCSc1c[nH]c2ccccc12)C1CCCC1	?
C=CCSc1nnc2c(n1)OC(c1cccs1)N(C(C)=O)c1ccccc1-2 (centres undefined)	?
COc1cc(Br)c(/C=C(\C#N)c2nc3ccc(C)cc3[nH]2)cc1OC	?
COc1ccc(CC2(C)OC(c3ccccc3)=NN2C(C)=O)cc1 (centres undefined)	i
COc1ccccc1CNC(=O)[C@@H](C)C1CC[C@@]2(C)CC[C@H](NC(=O)c3ccncc3)[C@@H](C)[C@@H]2[C@H]1O (some centres undefined)	?
O=C(O)C1CCCCC1C(=O)Nc1nc(-c2ccc(F)cc2)cs1 (centres undefined)	i

Screening data: PubChem BioAssay, IUPUI and University of Michigan
